# CHRM5 agonist: CHRM5 agonism in calcium assay | CHO-K1 hM5 cells, Fluo-8 calcium fluorescence; 0% DMSO wells, 100% maximal acetylcholine response | activation, % at 3 µM | P08912 | actives 0.19% (n = 360,000);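 active = activation above the run's mean over test compounds plus 3 SD, cut at about 23% in these data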;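 note: signal is peak over basal fluorescence ratio across the kinetic read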
# Target sequence (P08912 whole entry, looked up): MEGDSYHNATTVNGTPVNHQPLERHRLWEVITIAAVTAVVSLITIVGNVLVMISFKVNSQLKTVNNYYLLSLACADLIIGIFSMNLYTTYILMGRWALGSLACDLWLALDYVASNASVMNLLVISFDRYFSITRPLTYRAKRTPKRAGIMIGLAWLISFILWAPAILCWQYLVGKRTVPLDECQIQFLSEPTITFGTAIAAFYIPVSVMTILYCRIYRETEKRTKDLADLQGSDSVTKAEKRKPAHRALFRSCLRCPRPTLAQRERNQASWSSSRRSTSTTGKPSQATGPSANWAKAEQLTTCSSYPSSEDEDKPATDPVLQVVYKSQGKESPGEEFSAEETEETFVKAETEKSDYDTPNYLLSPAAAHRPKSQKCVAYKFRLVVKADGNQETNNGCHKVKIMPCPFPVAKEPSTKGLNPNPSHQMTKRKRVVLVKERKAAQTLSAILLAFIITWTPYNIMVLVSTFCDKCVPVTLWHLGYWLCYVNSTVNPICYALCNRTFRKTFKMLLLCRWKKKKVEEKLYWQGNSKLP
# M5 antag: CHRM5 antagonism in calcium assay; CHO-hM5 cells, Fluo-8 calcium fluorescence, ACh EC80; P08912; actives 0.59% (n = 360,000); inhibition, % at 3 µM;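 active = inhibition above a per-plate cutoff, the mean of that plate's test compounds plus 3 SD, cut at about 27% in these data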;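 note: 0% = acetylcholine EC80 with DMSO and 100% = DMSO without agonist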
# CHRM4 PAM: positive allosteric modulators of human muscarinic M4 receptor; CHO-K1 hM4/Gqi5, Fluo-8 calcium fluorescence, ACh EC20; 0% = ACh EC20, 100% = maximal ACh; activation, % at 3 µM; actives 0.4% (n = 360,000); AID 624126;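 active = activation above its plate's cutoff, the mean activation of sample wells plus 3 SD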; note: some results filed as inactive read as strong as hits
# CRFR2-BP antag: CRF-BP/CRF-R2 complex antagonism. HEK293 CRF-R2/CRF-BP, CRF-induced calcium fluorescence. inhibition, % at 11.8 µM. actives 0.59% (n = 350,000);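 active = inhibition of the ligand-induced calcium signal above about 50% at the single tested concentration, limit read from the data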
# M5 PAM: positive allosteric modulators of human muscarinic M5 receptor; P08912; CHO-K1 hM5, Fluo-8 calcium, ACh EC20 PAM; 0% = ACh EC20, 100% = ACh EC100; activation, % at 3 µM; actives 0.3% (n = 360,000); AID 624038;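 active = activation above the run cutoff, the mean activation of all test compounds plus 3 SD, cut at about 18% in these data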
#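 Assay system – human M5 receptor in CHO-K1 cells · Read-out – % activation, ACh-normalized · Technique – Fluo-8 calcium fluorescence · Dosing – single-point, 3 µM nominal · Incubation – Fluo-8 loading 80 min at 37 °C plus 30 min room temperature · Repeats – singlicate, one well per test compound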
# TAAR1 antagonist: human TAAR1 antagonism. Q96RJ0. inhibition, % at 3 µM. AID 624466. actives 1.5% (n = 360,000). CHO RD-HGA16 TAAR1, Fluo-8 calcium fluorescence, antagonist;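 active = inhibition above a per-plate cutoff, the mean inhibition of test compounds on that plate plus 3 SD, cut at about 49% in these data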;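 note: 0% = DMSO plus EC80 beta-PEA response and 100% = DMSO alone without agonist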
# Target sequence (Q96RJ0 whole entry, looked up): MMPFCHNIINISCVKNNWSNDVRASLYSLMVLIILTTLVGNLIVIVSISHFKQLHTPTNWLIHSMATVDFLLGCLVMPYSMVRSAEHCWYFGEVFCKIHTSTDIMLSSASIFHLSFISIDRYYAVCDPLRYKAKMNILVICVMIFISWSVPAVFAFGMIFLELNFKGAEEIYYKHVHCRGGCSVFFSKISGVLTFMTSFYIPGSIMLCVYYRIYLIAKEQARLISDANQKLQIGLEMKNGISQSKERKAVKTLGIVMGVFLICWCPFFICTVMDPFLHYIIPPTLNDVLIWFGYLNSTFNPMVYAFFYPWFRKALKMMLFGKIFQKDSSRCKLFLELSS
#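 test system = CHO RD-HGA16 cells bearing hTAAR1 | replication = singlicate | controls = DMSO-only wells and EC80 β-PEA-stimulated wells | reagent = EC80 β-phenethylamine stimulus | read-out basis = percent inhibition of PEA-evoked calcium signal, max/basal emission ratio | schedule = seeding 17-24 h prior, 75-min 37 °C, 30-min RT dye loading | signal = kinetic Fluo-8 calcium fluorescence measurement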
# M1 PAM parental: counter-screen for M1 PAMs: effect in parental CHO-K1 cells; ATP EC20, Fluo-8 calcium fluorescence; 0% at ATP EC20, 100% at ATP max; activation, % at 3 µM; actives 0.02% (n = 360,000);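 active = activation above the run cutoff, the mean activation of all test compounds plus 3 SD, cut at about 40% in these data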;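 note: peak over basal fluorescence ratio in a 140 s read after ATP addition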
# CRFR2-BP ag: CRF-BP/CRF-R2 complex agonism; AID 588473; HEK293 CRF-R2/CRF-BP, calcium dye fluorescence (FLIPR); percent of saturating CRF peptide response; actives 0.46% (n = 350,000); activation, % at 13.2 µM;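 active = activation of at least 50%, plus an integration ratio under a set limit after plate pattern correction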;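 note: plate controls were neutral control wells without compound for no effect and CRF at EC100 for full effect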
# TAAR1 agonist: agonists of human TAAR1; activation, % at 3 µM; CHO RD-HGA16 TAAR1, Fluo-8 calcium fluorescence; vehicle wells 0%, saturating PEA agonist 100%; actives 0.99% (n = 360,000); Q96RJ0;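 active = activation above the mean activation of all test compounds in the run plus 3 SD, cut at about 38% in these data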
#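 Benchmarks: low control DMSO, high control PEA (EC100); System: CHO RD-HGA16 cells carrying human TAAR1 plus Gα16; Detection: Fluo-8 fluorescence, 5 s baseline then 140 s kinetic read; Schedule: 17-24 h plating, Fluo-8 75 min 37 °C, 30 min RT; Read-out basis: % activation from peak over basal fluorescence ratio, DMSO-to-PEA scaled.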
# * hit, by the source's call; · = no result given.
SMILES,CHRM5 agonist,M5 antag,CHRM4 PAM,CRFR2-BP antag,M5 PAM,TAAR1 antagonist,M1 PAM parental,CRFR2-BP ag,TAAR1 agonist
COc1ccccc1NC(=O)c1sc2nc(Cc3ccccc3)cc(C(F)(F)F)c2c1N,1,1,-7,-66,-3,·,9,58*,·
Cn1cc([C@]2(O)C(=O)Nc3cccc(Cl)c32)c2ccccc21,2,-1,-1,·,0,-6,·,·,3
COc1cccc(CN2CCN(c3ccc(F)cc3)C2=O)c1,-2,7,1,16,-3,-25,15,0.9,1
O/N=C/c1ccccc1OCc1ccccc1Cl,-4,3,1,6,-8,8,0,-1.5,14
OCCCc1nc2ccccc2n1CCOc1ccccc1,3,-6,-5,21,-1,-9,-2,5.3,3
O=c1[nH]cc(I)cc1I,-3,2,1,-4,0,3,8,-0.5,1
CO/N=C/C1C(=O)NN=C1c1ccccc1 (stereo not drawn),-2,3,2,13,-4,-8,1,-1.1,10
O=c1cc(-c2ccccc2)ss1,-1,0,3,90*,12,15,15,-2.1,2
O=C(CCCn1c(=S)[nH]c2cc3c(cc2c1=O)OCO3)N1CCN(c2ccc(Cl)cc2)CC1,-1,3,4,25,0,15,4,0.7,3
COC(=O)C1=C(CCc2ccccc2)NC(=O)NC1c1ccc(Br)cc1 (stereo not drawn),-2,5,-1,1,-3,12,12,-0.6,3
CCN(C(=O)CCN1C(=O)c2ccccc2C1=O)C1CCCCC1,3,0,1,3,-4,9,18,-1.0,8
Cc1c(O)ccc2c(=O)c(-c3nncn3-c3ccccc3)coc12,3,-5,10,2,13,-32,-5,0.1,4
O=S(=O)(c1ccc2c(c1)CCCN2)N1CCCC1,-12,-6,-3,3,6,-23,3,-0.5,1
O=C(O)c1cc(S(=O)(=O)N2CCCC2)ccc1Br,0,-2,7,-9,-1,15,17,-0.7,7
COCCN(C(=O)CSc1nnc2cc(C)c3ccccc3n12)c1c(N)n(Cc2ccccc2)c(=O)[nH]c1=O,-4,-7,4,-5,-3,5,2,4.3,3
COC(=O)c1cccc(NC(=O)c2cc3ccccc3o2)c1,-3,2,-2,3,-4,9,16,-0.8,6
CCc1ccc(N2CN=c3s/c(=C\c4ccccc4)c(=O)n3C2)cc1,0,-11,1,-10,8,-24,7,0.0,2
CC(C)(C)C(=O)Nc1nc2cc3c(cc2s1)OCO3,-1,1,-4,30,1,-18,23,-3.1,-1
CCCCNC(=O)c1cc2nc(-c3ccc(OC)cc3)cc(C(F)(F)F)n2n1,0,-12,8,6,5,-41,4,1.5,1
COc1ccc2c(c1)c(CC(=O)Nc1cc(C)ccc1C)c(C)n2C(=O)c1ccc(Cl)cc1,-2,9,-9,-97,-6,-8,-13,89*,3
COc1ccc(C(=O)Nc2ccccc2C(=O)N/N=C/c2ccccc2OC)cc1,2,7,-11,29,-11,28,14,0.1,9
CCOC(=O)c1ccc(N=Cc2nc3ccccc3n2C)cc1,-2,0,-15,-1,0,-14,21,44,3
CCCc1cc(=O)[nH]c(SCC(=O)N2CCN(c3ccc(F)cc3)CC2)n1,-1,0,1,-12,-5,-1,-8,0.3,2
O=[N+]([O-])c1ccc(Sc2cccc3cccnc23)c([N+](=O)[O-])c1,0,6,4,-11,6,20,-11,-1.6,7
Cc1ccc(N2CC(NC(=O)N3CCN(C(=O)c4ccco4)CC3)CC2=O)cc1 (stereo not drawn),1,3,15,5,0,-2,-2,6.2,0

# Next structures
SMILES,CHRM5 agonist,M5 antag,CHRM4 PAM,CRFR2-BP antag,M5 PAM,TAAR1 antagonist,M1 PAM parental,CRFR2-BP ag,TAAR1 agonist
COC(=O)c1ccc(OC(=O)CCN2C(=O)C3C4c5ccccc5C(c5ccccc54)C3C2=O)cc1 (stereo not drawn),-2,5,-3,-9,-2,34,13,2.9,5
O=C(CSCc1ccccc1F)NCc1ccccc1,-3,9,1,-2,2,-1,7,0.0,-1
CC(C)(C)OC(=O)N1CCCC(C(=O)Nc2cccc(C(=O)N3CCOCC3)c2)C1 (stereo not drawn),0,0,6,4,2,-6,9,-0.7,1
Cc1ccccc1OCCC(=O)N1CCN(S(=O)(=O)c2ccc(F)cc2)CC1,0,1,1,-41,-3,0,-22,0.3,2
COC1=CC(=O)OC(c2cccc(C(F)(F)F)c2)C1 (stereo not drawn),1,-9,5,·,6,2,·,·,-1
O=C(COC(=O)c1cc(Cl)ccc1O)NCCNC(=O)COC(=O)c1cc(Cl)ccc1O,-5,16,-8,-6,-2,7,10,2.9,3
CSc1cccc(NC(=O)CN(C)S(=O)(=O)c2ccccc2)c1,3,-1,-5,-4,-10,9,7,-1.5,2
CCOc1ccccc1NC(=O)C1=C(C)NC(=O)NC1c1cccs1 (stereo not drawn),1,3,-4,2,-2,0,10,0.1,5
O=C(Nc1ccccc1)c1nnsc1S(=O)(=O)c1ccc(Cl)cc1,6,1,-12,3,4,60*,-4,8.0,3
CC1CCC(NC(=O)CCN2C(=O)C3C4C=CC(C4)C3C2=O)CC1 (stereo not drawn),-1,-2,17,3,-2,-7,16,-0.9,1
Cc1csc(SCCn2c(N3CCOCC3)nc3c2c(=O)[nH]c(=O)n3C)n1,2,3,11,5,-4,5,4,5.6,0
CCN1C(=O)C(CC(=O)Nc2c(C)cccc2C)Nc2cc(S(=O)(=O)N(C)C)ccc21 (stereo not drawn),1,5,-6,-4,-3,-6,-5,-3.2,7
CCOc1cc(C2C3=C(CC(C)(C)CC3=O)N(CCCOC)C3=C2C(=O)CC(C)(C)C3)ccc1O,-1,9,-7,15,-6,-3,-23,-1.0,-1
CCOC1CCCc2oc(-c3ccc(N(C)C)cc3)c(C(=O)OC)c21 (stereo not drawn),-1,-10,6,·,13,-22,13,·,7
COCC(C)n1c(C)cc(C(=O)CSc2ncccn2)c1C (stereo not drawn),-6,7,-2,-2,1,0,-9,1.2,0
CCN(CC)S(=O)(=O)c1cc(C(=O)Nc2ccncc2)ccc1Cl,8,11,-6,-12,-22,-1,6,16,11
Cc1cc(=O)n2nc(N3CCC(C(=O)Nc4c(F)c(F)c(F)c(F)c4F)CC3)sc2n1,1,-19,1,89*,11,-4,2,-1.5,-1
COc1cccc(-c2cc3nc(NCc4ccc5occc5c4)n(C)c(=O)c3s2)c1,0,1,-9,·,1,-5,12,·,2
Cc1cccc(C)c1NC(=O)COC(=O)c1ccc([N+](=O)[O-])o1,-3,1,-4,5,-2,-3,-18,-1.1,14
CCOc1ccc(NC(=S)N2CCCN(Cc3cc(C)ccc3C)C2)cc1,-5,3,-5,14,3,4,19,-1.2,1
CC(=O)Nc1ccc(S(=O)(=O)NN=Cc2ccc(Cl)c(Cl)c2)cc1,1,13,-1,-12,-1,5,14,0.7,1
Cc1nc(N/N=C/c2ccc(O)cc2)c2cnn(-c3ccccc3)c2n1,3,8,-5,19,-1,1,18,-2.4,7
Cc1cccc(OCC(=O)N2CCC3(CC2)CC(=O)c2ccccc2O3)c1,-1,13,-1,-7,-8,5,-11,0.2,0
CC(C)NC(=S)N/N=C/c1sc(N2CCCCC2)nc1-c1cccs1,-10,-5,-3,-22,-5,-14,23,10,5
COc1cc2c(cc1OC)C(C(=O)NCC1COc3ccccc3O1)C(c1cccnc1)N(C)C2=O (stereo not drawn),·,·,·,-2,·,-5,·,0.1,13

# One compound at a time, as listed above.
# CCOc1ccccc1NC(=O)C1=C(C)NC(=O)NC1c1cccs1 (stereo not drawn) reads CHRM5 agonist: 1; M5 antag: 3; CHRM4 PAM: -4; CRFR2-BP antag: 2; M5 PAM: -2; TAAR1 antagonist: 0; M1 PAM parental: 10; CRFR2-BP ag: 0.1; TAAR1 agonist: 5
# Cc1csc(SCCn2c(N3CCOCC3)nc3c2c(=O)[nH]c(=O)n3C)n1 reads CHRM5 agonist: 2; M5 antag: 3; CHRM4 PAM: 11; CRFR2-BP antag: 5; M5 PAM: -4; TAAR1 antagonist: 5; M1 PAM parental: 4; CRFR2-BP ag: 5.6; TAAR1 agonist: 0

# More results follow.
SMILES,CHRM5 agonist,M5 antag,CHRM4 PAM,CRFR2-BP antag,M5 PAM,TAAR1 antagonist,M1 PAM parental,CRFR2-BP ag,TAAR1 agonist
O=C1NC(=O)/C(=C\c2ccccc2OCc2ccccc2)S1,0,14,5,4,1,19,23,-0.5,1
O=C(Nc1nc2c(s1)CCCC2)c1cccc(S(=O)(=O)N2CCCc3ccccc32)c1,-2,-2,18,-15,4,2,22,5.6,1
S=c1[nH]nc(COc2ccc(Cl)cc2)n1-c1ccc(Cl)cc1,15,-6,-5,-16,10,31,8,5.5,8
Cc1cc(-c2ccc(S(=O)(=O)NCc3ccc(F)cc3)cc2)on1,2,10,-3,-2,-8,-19,11,-0.8,6
COc1cc(C#N)c(NC(=O)CN2CCN(CCO)CC2)cc1OC,2,7,7,0,1,9,14,0.0,0
O=C(O)c1cccc(-n2nnnc2SCc2ccccc2Cl)c1,4,9,-3,26,-5,-4,-5,-1.8,17
Nc1cccc(-c2cc(-c3ccccc3)nc(-c3cccc(N)c3)n2)c1,1,11,6,-63,0,28,7,0.4,3
COc1ccc(CNC(=O)CSc2nnc3c(n2)[nH]c2ccc(OC)cc23)cc1,-2,13,1,5,-4,14,21,-0.4,-2
CNc1nc(Nc2ccc(C)c(Cl)c2)c2cnn(C)c2n1,-1,0,0,-58,-3,29,16,-4.6,13
COC(=O)C1=C(C)N(Cc2ccccc2)C(=NCCc2ccccn2)N[C@H]1c1cccc(C(F)(F)F)c1,-1,15,-4,-19,1,28,13,5.1,26
COCC(=O)N1CCC(Oc2ccc(C(=O)N[C@H](C(=O)OC)C(C)C)cc2)CC1,0,8,-1,-4,-6,6,2,0.2,0
CCCCCCn1c(=O)n2n(c1=O)[C@@H]1CN(S(=O)(=O)c3ccc(C)cc3)C[C@]1(O)[C@@H](OC(=O)NCc1ccc(OC)c(OC)c1)C2,-2,-1,4,-1,-3,-3,15,0.7,0
Cc1ccc(Cn2c(O)c(N=NC(=S)Nc3ccccc3F)c3cc(S(=O)(=O)N4CCOCC4)ccc32)cc1,-6,4,14,-16,2,4,28,2.5,1
Cc1ccc(S(=O)(=O)N=S(CC2CC2(Cl)Cl)CC2CC2(Cl)Cl)cc1 (stereo not drawn),-3,5,8,-20,-2,15,-6,0.3,2
Cc1cc(C)c(S(=O)(=O)N2CCCOC2CNC(=O)C(=O)NCc2cccs2)c(C)c1 (stereo not drawn),1,-2,3,-11,-2,-7,15,-0.8,4
O=C(COc1ccc(Br)cc1)Nc1ccc(N2CCOCC2)cc1N1CCOCC1,3,7,4,4,0,-8,2,7.2,4
Cc1ccccc1C(=O)N1CCC(C(=O)OCc2nc(N)nc(Nc3ccccc3)n2)CC1,3,-3,-3,-17,-3,17,-10,2.2,3
Cc1cccc(NC(=O)c2nc[nH]c2C(=O)NCc2ccccc2)c1,-2,4,9,1,4,16,-1,-0.8,4
Cc1ccc(C(=O)Nc2cccc(S(=O)(=O)N3CCCCC3)c2)cc1[N+](=O)[O-],1,13,3,3,5,33,-1,-0.1,6
